Kir21 inh – Kir2.1 (mouse) channel inhibition | P35561 | HEK293-Kir2.1, FluxOR thallium flux fluorescence; active compounds read low | B-score at 10 µM | hit rate 0.85% among 310,000;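 active means fluorescence ratio B-score at or below minus 3 SD of library scores, with starting-brightness B-score within 2 SD, cut at about -4.2 in these data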;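 further: channel flux triggered by added potassium and thallium sulfate stimulus; B-score of peak minus minimum fluorescence over baseline after thallium stimulus; more negative B-score means stronger Kir2.1 block with less thallium influx; some compounds called inactive have numbers as strong as hits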
Target sequence (P35561 whole entry, looked up): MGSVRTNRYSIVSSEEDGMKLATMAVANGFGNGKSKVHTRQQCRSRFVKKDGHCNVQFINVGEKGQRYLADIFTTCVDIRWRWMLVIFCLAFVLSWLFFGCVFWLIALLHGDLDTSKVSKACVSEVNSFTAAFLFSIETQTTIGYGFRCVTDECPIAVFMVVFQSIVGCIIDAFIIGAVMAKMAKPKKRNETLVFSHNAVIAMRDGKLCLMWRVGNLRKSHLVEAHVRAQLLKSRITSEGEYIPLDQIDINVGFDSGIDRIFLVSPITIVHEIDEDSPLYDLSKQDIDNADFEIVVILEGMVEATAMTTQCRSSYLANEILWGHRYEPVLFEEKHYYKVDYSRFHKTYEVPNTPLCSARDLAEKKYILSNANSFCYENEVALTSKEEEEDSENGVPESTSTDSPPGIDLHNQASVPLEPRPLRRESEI
KCNQ2 inh – KCNQ2 potassium channel inhibitors, primary screen, cell-based, CHO-K1, FluxOR thallium flux, B-score (AID 2156) | B-score at 10 µM | hit rate 1.1% among 310,000 | O88943 | 20 min; active compounds read low;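 active means fluorescence ratio B-score at most minus 3 library SDs, with starting brightness B-score within 2 library SDs, cut at about -5.5 in these data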
CHT inh – human CHT choline transport inhibition; AID 488975; hit rate 0.86% among 310,000; CHT-expressing cells, membrane potential dye, choline response; active compounds read low; B-score at 10 µM; Q9GZV3;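 active means B-score over 3 SD under the library average, and starting fluorescence ratio not unusually high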;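 further: choline stimulus applied at its EC90 after an EC20 pre-addition; B-score computed on integrated fluorescence ratio after choline addition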
Target sequence (Q9GZV3 whole entry, looked up): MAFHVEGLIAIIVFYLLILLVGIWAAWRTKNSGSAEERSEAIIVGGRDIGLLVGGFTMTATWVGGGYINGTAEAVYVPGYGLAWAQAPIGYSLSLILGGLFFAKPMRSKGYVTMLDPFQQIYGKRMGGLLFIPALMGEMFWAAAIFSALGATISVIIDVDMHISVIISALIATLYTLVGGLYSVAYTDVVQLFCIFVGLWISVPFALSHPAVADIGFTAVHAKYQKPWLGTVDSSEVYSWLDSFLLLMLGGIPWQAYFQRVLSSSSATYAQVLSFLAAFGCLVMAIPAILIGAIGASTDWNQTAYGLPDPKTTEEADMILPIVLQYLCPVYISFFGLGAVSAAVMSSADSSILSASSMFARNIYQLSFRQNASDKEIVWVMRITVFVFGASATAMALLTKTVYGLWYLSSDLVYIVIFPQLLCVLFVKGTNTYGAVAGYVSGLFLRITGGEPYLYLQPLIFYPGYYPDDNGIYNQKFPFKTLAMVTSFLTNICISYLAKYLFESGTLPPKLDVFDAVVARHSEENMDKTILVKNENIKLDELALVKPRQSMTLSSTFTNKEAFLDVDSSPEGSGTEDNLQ
The depositor's hits bear a star; i = inactive; . = no result given.

Screens in order – KCNQ2 inh	CHT inh	Kir21 inh
CC1CCc2nc3ccc(S(=O)(=O)N4CCC(C(=O)NC(C)c5ccccc5)CC4)cc3c(C(=O)O)c2C1 (stereo unspecified)
 : i	i	0.36
CN(/N=C/c1ccccc1O)C(=S)c1ccccc1
 : i	i	0.63
CN(C)C(=S)SCC(=O)Nc1cccc(C(F)(F)F)c1
 : i	i	-0.14
Cc1c(Cl)c(C(F)(F)F)nn1CC(=O)NCc1ccccc1
 : i	i	-0.01
O=c1cc(N2CCC3(CC2)OCCO3)[nH]c(=O)n1-c1ccc(Br)cc1
 : i	.	-0.23
O=C(Cn1c(=O)oc2ccccc21)N1CCCC1
 : i	i	0.7
Cc1cccnc1N(C(=O)Nc1cccc(Cl)c1)C1=NCC(C)(C)S1
 : i	i	0.85
CCC12CC3CC(C1)CC(C(=O)NNC(N)=O)(C3)C2
 : i	i	-1.1
COc1ccc(N2C(=O)CC(NNc3ncc(Cl)cc3Cl)C2=O)cc1 (stereo unspecified)
 : i	i	-0.13
Oc1ccc(C=NCCc2ccccc2)cc1
 : i	i	-0.09
COC(=O)c1ccccc1NC(=O)Cn1cc(Br)cn1
 : i	i	0.95
O=C(N/N=C/c1cn[nH]c1-c1ccc(Cl)cc1)c1ccc([N+](=O)[O-])cc1
 : i	-5.1*	-0.06
FC(F)(F)c1cccnc1Oc1ccc(C2=NCCS2)cc1
 : i	i	3
COc1ccccc1NC(=O)c1ccc(C)c(S(=O)(=O)N2CCCCC2)c1
 : i	i	0.7
Cc1nn(-c2ccccc2)c2nc3c(cc12)C(=O)CCC3
 : i	i	-0.29

Additional results follow.
Screens in order – KCNQ2 inh	CHT inh	Kir21 inh
CC(C)N(C(=S)Nc1cccc(S(=O)(=O)N(C)C)c1)c1ccccc1
 : i	i	2.3
Cc1cc(C)nc(/N=C(\N)Nc2cccc(OCc3ccccc3)c2)n1
 : i	i	-3.4
Cc1ccc(C(=O)NCC(c2ccco2)N2CCc3ccccc3C2)cc1 (stereo unspecified)
 : -6.7*	i	0.01
O=C(Cn1c(NCCO)nc2ccccc21)NCCc1ccc(F)cc1
 : i	i	-0.54
C=C1CCC[C@]2(C)C[C@H]3OC(=O)C(CNCC(C)C)[C@H]3CC12 (stereo partly specified)
 : i	i	1.2
Cc1ccc(S(=O)(=O)NC(=O)NCc2ccccn2)cc1
 : i	i	2.8
C=CCOc1ccc(/C=N/NC(=O)CN2CCOCC2)cc1OCC
 : i	i	0.07
COc1ccc(C2C(C#N)=C(N)N(c3ncn[nH]3)C3=C2C(=O)CCC3)cc1 (stereo unspecified)
 : i	i	-0.59
CCN(CC)CCn1c2ccccc2c2nc(C)sc21
 : i	i	-0.38
Cc1cc(=O)[nH]c(SCC(=O)Nc2cccc(C(F)(F)F)c2)n1
 : i	i	1.1
COC(=O)C1=C(C)N(C2CCCC2)C(=O)C1(NC(C)=O)C(F)(F)F (stereo unspecified)
 : i	i	0.4
Cc1ccc(S(=O)(=O)N2CCN(Cc3nc4sc(C)c(C)c4c(=O)[nH]3)CC2)cc1
 : i	i	0.74
O=C1CCCC2=C1C(c1ccccc1O)C1=C(CCCC1=O)O2
 : i	i	-1.8
C/C(=N/NC(=O)CNC(=O)Cc1ccc(Cl)cc1)c1ccco1
 : i	i	0.02
COc1ccc(OCc2nnnn2-c2ccccc2)cc1
 : i	i	1.1

More results follow:
Screens in order – KCNQ2 inh	CHT inh	Kir21 inh
CC(C(=O)O)n1ncc2ccccc2c1=O (stereo unspecified)
 : i	i	0.42
COc1ccc(-c2cc(C(=O)NC3CCCC3)c3ccccc3n2)cc1
 : i	i	0.19
Cc1ccc(NC(=O)C2CC(=O)Nc3nc4ccccc4n32)c(C)c1 (stereo unspecified)
 : i	i	0.85
c1ccc(CSc2nnc(-c3ccco3)o2)cc1
 : i	i	1
CCOc1cc2c(cc1C(C)(C)C)NC(=O)CS2
 : i	i	-0.2
O=C(O/N=C\c1ccc(N2CCOCC2)c([N+](=O)[O-])c1)c1ccccc1Cl
 : i	i	0.31
CCS(=O)(=O)N1CCC(C(=O)NCCCN2CCC(Cc3ccccc3)CC2)CC1
 : i	i	-1.1
CN(C)S(=O)(=O)c1cccc(C(=O)NCCOC(=O)c2cc(F)c(F)cc2Cl)c1
 : i	i	0.03
Fc1ccc(-c2n[nH]c(=S)n2Cc2ccccc2)cc1
 : i	i	-0.12
Cc1ccc(C)c(NC(=S)NC2CC3CCCC(C2)N3CC(C)C)c1 (stereo unspecified)
 : i	i	-0.53
CC(C)CCNC(=O)CCCn1c(=O)[nH]c2ccc(Br)cc2c1=O
 : i	i	-0.03
Fc1ccc(Oc2nc(-c3ccccn3)nc3ccccc23)cc1
 : i	i	0.67
CCN(CC)S(=O)(=O)c1cccc(NC(=O)COC(=O)c2cc(C)oc2C)c1
 : i	i	0.99
O=C(Cn1c(NCCO)nc2ccccc21)c1ccco1
 : i	i	1.8
Cc1ccccc1NC(=O)N1CCC(C(=O)c2ccc(F)cc2)CC1
 : i	i	-2.2

Compounds shown so far with bromine (three):
Screens in order – KCNQ2 inh	CHT inh	Kir21 inh
O=c1cc(N2CCC3(CC2)OCCO3)[nH]c(=O)n1-c1ccc(Br)cc1
 : i	.	-0.23
COC(=O)c1ccccc1NC(=O)Cn1cc(Br)cn1
 : i	i	0.95
CC(C)CCNC(=O)CCCn1c(=O)[nH]c2ccc(Br)cc2c1=O
 : i	i	-0.03

More entries:
Screens in order – KCNQ2 inh	CHT inh	Kir21 inh
COc1ccc(CN2C(=O)c3ccccc3C2C(=O)NCCc2ccccc2)c(OC)c1 (stereo unspecified)
 : i	i	-0.07
Cc1ccc(NC(=O)C(OC(=O)c2cc(C)oc2C)c2ccccc2)cc1 (stereo unspecified)
 : i	i	-0.67
Cc1ccc(S(=O)(=O)N2CCOCC2)s1
 : i	i	-0.23
CC(Oc1ccccc1)c1nnc(N)s1 (stereo unspecified)
 : i	i	-0.5
Cc1c(-n2cc(C(=O)O)c(=O)c3cc(F)c(N4CCCC4)c(F)c32)c(=O)n(-c2ccccc2)n1C
 : i	i	-0.36
Cc1ccc(-n2c(SCC(N)=O)nc3c(c2=O)C2(CCCC2)Cc2ccccc2-3)cc1
 : -5.6*	i	-1.8
Cc1cc(C(=O)COC(=O)CCCN2C(=O)c3ccccc3C2=O)c(C)n1C
 : i	i	-0.48
CCCNC(=O)NS(=O)(=O)c1cnccc1Sc1ccc(Cl)cc1
 : i	i	0
Cc1cccc(N=C/C(C(=O)C(F)(F)F)=C(\O)c2ccco2)c1
 : i	i	-0.91
O=C(Cn1c2ccc(F)cc2c2nc3n(c(=O)c21)CCS3)NCC1CCCO1 (stereo unspecified)
 : i	i	-0.69
Fc1ccc(-c2cnc(-c3cccs3)o2)cc1
 : i	i	-0.02
O=C(CN1CCN(C(=O)N2CCOCC2)CC1)Nc1cc(Cl)ccc1Cl
 : i	i	0.27
Cc1nc(-c2ccccc2)sc1C(=O)CSc1ccc(F)cc1
 : i	i	3.4
COCCNc1c2c(nc3ccccc13)CCC2
 : i	i	1.6
CC(C)CCN(C(=O)CCCSc1nc2ccccc2[nH]1)c1c(N)n(Cc2ccccc2)c(=O)[nH]c1=O
 : i	i	1.3

The list goes on.
Screens in order – KCNQ2 inh	CHT inh	Kir21 inh
CCOC(=O)c1ccccc1NC(=O)C1COc2ccccc2O1 (stereo unspecified)
 : i	i	-0.94
CCCCNC(=S)NNC(=O)c1ccc(Br)o1
 : i	i	-1.2
O=C(NCc1ccccc1)NC1(C(=O)N2CCN(c3ccccc3)CC2)CCCCC1
 : i	i	-0.65
COc1ccc(CCNC(=O)CN2C(=O)COc3ccc(S(=O)(=O)N4CCCC4)cc32)cc1OC
 : i	i	-0.55
COc1ccc(Nc2nnc(Cc3ccc(Cl)cc3)c(=O)[nH]2)c(OC)c1
 : i	i	-0.94
O=C(CSc1nnc2c(n1)[nH]c1ccccc12)OCc1ccccc1
 : i	i	0.38
COc1ccc(NC(=O)Cc2ccc(Cl)cc2)cc1NC(=O)c1ccco1
 : i	i	-1.6
COc1ccc(OCC(=O)O/N=C(\N)Cc2cccs2)cc1
 : i	i	-1.6
Oc1ccc(-c2csc(Nc3ncccn3)n2)cc1O
 : i	.	1.7
COc1ccc(N2CCN(C(C)=C3C(=O)c4ccccc4C3=O)CC2)cc1
 : i	i	1
COc1ccccc1-c1cc(C(=O)N2CCN(c3ccccc3)CC2)no1
 : i	i	-0.04
O=C(Nc1ccc(F)cc1)C(c1ccccc1)N1CCN(S(=O)(=O)c2c(F)cccc2F)CC1 (stereo unspecified)
 : i	i	0.32
CN(Cc1nc(-c2ccccc2)no1)C(=O)c1ccco1
 : i	i	-0.13
CCCc1cc(C(=O)Nc2cc(OC)ccc2OC)cs1
 : i	i	1.9
Cc1ccc(N(CC(=O)NCc2ccc(F)cc2)S(=O)(=O)c2c(C)nn(C)c2C)cc1
 : i	i	-1.4

More records follow:
Screens in order – KCNQ2 inh	CHT inh	Kir21 inh
O=C(NCCc1cccc(F)c1)C1CCN(S(=O)(=O)c2ccccc2)CC1
 : i	i	0.29
CN(c1ccc(F)cc1)S(=O)(=O)c1ccc(Cl)c(C(=O)OCC(=O)NCc2ccco2)c1
 : i	i	-0.09
COc1ccc(N2CCN(C(=O)c3ccc(NC(=O)C4=CSCCO4)cc3)CC2)cc1
 : i	i	0.88
CC(=O)Nc1cc(NC(C)=O)c(N=Nc2ccccc2)cc1C
 : i	i	0.4
CC(C)Cc1ccc(/C=C/C(=O)N2CCCCC2)cc1
 : i	i	2.2
CCc1ccc(OCCCC(=O)Nc2ccc(S(=O)(=O)Nc3cc(C)nc(C)n3)cc2)cc1
 : i	i	-0.75
COc1ccc(C2NC(=S)NC(C)=C2C(=O)N2CCOCC2)cc1 (stereo unspecified)
 : i	i	-0.32
CNC(=S)NNC(=O)c1ccccc1Cl
 : i	i	-0.68
Oc1ccc(CN2CCCCC2)c2cccnc12
 : i	i	-1.4
C/C(Cl)=C\CNC(C)c1ccccc1 (stereo unspecified)
 : i	i	1.1
Cc1cc(C(=O)OCC(=O)NC(C)C)c2ccccc2n1
 : i	i	1.4
CCOc1ccccc1NC(=O)c1ccc(NC(=O)C2CCCO2)cc1 (stereo unspecified)
 : i	i	0.3
Cc1ccc(NC(=O)c2nc(S(=O)(=O)Cc3ccccc3C)ncc2Cl)cc1C
 : i	i	1.8
O=C(COc1cccnc1[N+](=O)[O-])NCc1ccc2c(c1)OCO2
 : i	i	0.16
O=C(CSc1nnnn1-c1ccccc1)N1CCN(C(=O)c2ccco2)CC1
 : i	i	1.3

Further results follow.
Screens in order – KCNQ2 inh	CHT inh	Kir21 inh
COc1ccc(/C(C)=N/OCC(=O)N2CC3(C)CC2CC(C)(C)C3)cc1 (stereo unspecified)
 : i	i	-0.56
COc1cccc(NC(=O)NCCCN2CCN(c3ccc(F)cc3)CC2)c1
 : i	i	0.08
CCN(CC)S(=O)(=O)c1ccc(NC(=O)CN(c2cccc(F)c2)S(C)(=O)=O)cc1
 : i	i	1.3
c1ccc(N(c2ccccc2)c2nc(N3CCCC3)nc(-n3ccnc3)n2)cc1
 : i	i	-2.1
Cc1ccc(S(=O)(=O)Oc2ccc(/C=N/NC(=O)c3ccncc3)cc2)cc1
 : i	i	-0.96
Cc1ccc(/C=C/c2nc3ccccc3c(=O)n2CCc2ccccc2)cc1
 : i	i	-1.1
CCN(CC)CCCNC(=O)CN1N=C(c2ccc(OC)cc2)CCC1=O
 : i	i	-1.5
CCN(c1ccccc1)S(=O)(=O)c1ccc(C(=O)N(CCCN(C)C)c2nc3cc4c(cc3s2)OCO4)cc1
 : i	i	0.46
N#C/C(=C\c1cccs1)C(=O)c1ccccc1Cl
 : i	i	-7*
CC(=O)Oc1ccccc1N1C(=O)c2ccc(C(=O)O)cc2C1=O
 : i	i	0.01
Cc1ccc(-c2n[nH]c(=S)n2/N=C/c2cc3c(cc2[N+](=O)[O-])OCO3)cc1
 : i	i	-1.6
CN(CC(=O)Nc1cccc(F)c1)C(=O)c1cccc(S(=O)(=O)N2CCN(c3ccccc3)CC2)c1
 : i	i	1.3
CC1=CC(c2ccccc2)n2nc(NC(=O)CCC(=O)O)nc2N1 (stereo unspecified)
 : i	i	0.48
COc1ccc(Cc2nnc(NC(=O)CS(=O)(=O)Cc3ccccc3)s2)cc1
 : i	i	1.5
Cc1ccccc1CN1C(=O)C(O)(CC(=O)c2ccncc2)c2ccccc21 (stereo unspecified)
 : i	i	-1

Remaining list, next part.
Screens in order – KCNQ2 inh	CHT inh	Kir21 inh
CC(C)(C)c1nnc(NC(=O)CCn2cnc3ccccc3c2=O)s1
 : i	i	-0.54
O=C(c1ccccc1)c1c(O)nc(-c2ccccc2)n(-c2ccccc2)c1=O
 : i	i	0.72
CCOC(=O)C1=NN(C(=O)Cc2ccccc2)C(O)(c2ccc(Cl)cc2)C1 (stereo unspecified)
 : i	i	-2.4
O=C(Nc1nc2n(n1)C(c1ccccc1)CC(c1ccc(Cl)cc1)N2)c1ccco1 (stereo unspecified)
 : -7.2*	i	-0.04
CC(=O)N(Cc1ccco1)Cc1cc2cccc(C)c2n2nnnc12
 : i	i	-1.3
COc1ccc(C(=O)Nc2ccc(OCC(F)(F)C(F)F)c(C(F)(F)F)c2)cc1OC
 : i	i	-0.21
COc1ccc(OCC(O)COc2ccc(C(=O)O)cc2)cc1 (stereo unspecified)
 : i	i	1.2
O=C(COC(=O)c1ccccn1)Nc1nccs1
 : i	i	0.29
CN1CCN(NC(=O)c2ccc(Br)s2)CC1
 : i	i	-0.67
CCOC(=O)c1[nH]c2ccc(OCC)cc2c1NC(=O)CN1CCC2(CC1)OCCO2
 : i	i	0.71

Source: PubChem BioAssay (Johns Hopkins Ion Channel Center)
